mHTT-CaM PPI inh: disrupts binding of mutant huntingtin to calmodulin; inhibition, % at 15 µM; 190,000 compounds, 3.6% hits; P42858; AlphaScreen His-mHTT/GST-CaM binding, luminescence;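 note: 0% = both proteins with DMSO and 100% = one protein alone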
Target sequence (P42858 whole entry, looked up, stated change not applied): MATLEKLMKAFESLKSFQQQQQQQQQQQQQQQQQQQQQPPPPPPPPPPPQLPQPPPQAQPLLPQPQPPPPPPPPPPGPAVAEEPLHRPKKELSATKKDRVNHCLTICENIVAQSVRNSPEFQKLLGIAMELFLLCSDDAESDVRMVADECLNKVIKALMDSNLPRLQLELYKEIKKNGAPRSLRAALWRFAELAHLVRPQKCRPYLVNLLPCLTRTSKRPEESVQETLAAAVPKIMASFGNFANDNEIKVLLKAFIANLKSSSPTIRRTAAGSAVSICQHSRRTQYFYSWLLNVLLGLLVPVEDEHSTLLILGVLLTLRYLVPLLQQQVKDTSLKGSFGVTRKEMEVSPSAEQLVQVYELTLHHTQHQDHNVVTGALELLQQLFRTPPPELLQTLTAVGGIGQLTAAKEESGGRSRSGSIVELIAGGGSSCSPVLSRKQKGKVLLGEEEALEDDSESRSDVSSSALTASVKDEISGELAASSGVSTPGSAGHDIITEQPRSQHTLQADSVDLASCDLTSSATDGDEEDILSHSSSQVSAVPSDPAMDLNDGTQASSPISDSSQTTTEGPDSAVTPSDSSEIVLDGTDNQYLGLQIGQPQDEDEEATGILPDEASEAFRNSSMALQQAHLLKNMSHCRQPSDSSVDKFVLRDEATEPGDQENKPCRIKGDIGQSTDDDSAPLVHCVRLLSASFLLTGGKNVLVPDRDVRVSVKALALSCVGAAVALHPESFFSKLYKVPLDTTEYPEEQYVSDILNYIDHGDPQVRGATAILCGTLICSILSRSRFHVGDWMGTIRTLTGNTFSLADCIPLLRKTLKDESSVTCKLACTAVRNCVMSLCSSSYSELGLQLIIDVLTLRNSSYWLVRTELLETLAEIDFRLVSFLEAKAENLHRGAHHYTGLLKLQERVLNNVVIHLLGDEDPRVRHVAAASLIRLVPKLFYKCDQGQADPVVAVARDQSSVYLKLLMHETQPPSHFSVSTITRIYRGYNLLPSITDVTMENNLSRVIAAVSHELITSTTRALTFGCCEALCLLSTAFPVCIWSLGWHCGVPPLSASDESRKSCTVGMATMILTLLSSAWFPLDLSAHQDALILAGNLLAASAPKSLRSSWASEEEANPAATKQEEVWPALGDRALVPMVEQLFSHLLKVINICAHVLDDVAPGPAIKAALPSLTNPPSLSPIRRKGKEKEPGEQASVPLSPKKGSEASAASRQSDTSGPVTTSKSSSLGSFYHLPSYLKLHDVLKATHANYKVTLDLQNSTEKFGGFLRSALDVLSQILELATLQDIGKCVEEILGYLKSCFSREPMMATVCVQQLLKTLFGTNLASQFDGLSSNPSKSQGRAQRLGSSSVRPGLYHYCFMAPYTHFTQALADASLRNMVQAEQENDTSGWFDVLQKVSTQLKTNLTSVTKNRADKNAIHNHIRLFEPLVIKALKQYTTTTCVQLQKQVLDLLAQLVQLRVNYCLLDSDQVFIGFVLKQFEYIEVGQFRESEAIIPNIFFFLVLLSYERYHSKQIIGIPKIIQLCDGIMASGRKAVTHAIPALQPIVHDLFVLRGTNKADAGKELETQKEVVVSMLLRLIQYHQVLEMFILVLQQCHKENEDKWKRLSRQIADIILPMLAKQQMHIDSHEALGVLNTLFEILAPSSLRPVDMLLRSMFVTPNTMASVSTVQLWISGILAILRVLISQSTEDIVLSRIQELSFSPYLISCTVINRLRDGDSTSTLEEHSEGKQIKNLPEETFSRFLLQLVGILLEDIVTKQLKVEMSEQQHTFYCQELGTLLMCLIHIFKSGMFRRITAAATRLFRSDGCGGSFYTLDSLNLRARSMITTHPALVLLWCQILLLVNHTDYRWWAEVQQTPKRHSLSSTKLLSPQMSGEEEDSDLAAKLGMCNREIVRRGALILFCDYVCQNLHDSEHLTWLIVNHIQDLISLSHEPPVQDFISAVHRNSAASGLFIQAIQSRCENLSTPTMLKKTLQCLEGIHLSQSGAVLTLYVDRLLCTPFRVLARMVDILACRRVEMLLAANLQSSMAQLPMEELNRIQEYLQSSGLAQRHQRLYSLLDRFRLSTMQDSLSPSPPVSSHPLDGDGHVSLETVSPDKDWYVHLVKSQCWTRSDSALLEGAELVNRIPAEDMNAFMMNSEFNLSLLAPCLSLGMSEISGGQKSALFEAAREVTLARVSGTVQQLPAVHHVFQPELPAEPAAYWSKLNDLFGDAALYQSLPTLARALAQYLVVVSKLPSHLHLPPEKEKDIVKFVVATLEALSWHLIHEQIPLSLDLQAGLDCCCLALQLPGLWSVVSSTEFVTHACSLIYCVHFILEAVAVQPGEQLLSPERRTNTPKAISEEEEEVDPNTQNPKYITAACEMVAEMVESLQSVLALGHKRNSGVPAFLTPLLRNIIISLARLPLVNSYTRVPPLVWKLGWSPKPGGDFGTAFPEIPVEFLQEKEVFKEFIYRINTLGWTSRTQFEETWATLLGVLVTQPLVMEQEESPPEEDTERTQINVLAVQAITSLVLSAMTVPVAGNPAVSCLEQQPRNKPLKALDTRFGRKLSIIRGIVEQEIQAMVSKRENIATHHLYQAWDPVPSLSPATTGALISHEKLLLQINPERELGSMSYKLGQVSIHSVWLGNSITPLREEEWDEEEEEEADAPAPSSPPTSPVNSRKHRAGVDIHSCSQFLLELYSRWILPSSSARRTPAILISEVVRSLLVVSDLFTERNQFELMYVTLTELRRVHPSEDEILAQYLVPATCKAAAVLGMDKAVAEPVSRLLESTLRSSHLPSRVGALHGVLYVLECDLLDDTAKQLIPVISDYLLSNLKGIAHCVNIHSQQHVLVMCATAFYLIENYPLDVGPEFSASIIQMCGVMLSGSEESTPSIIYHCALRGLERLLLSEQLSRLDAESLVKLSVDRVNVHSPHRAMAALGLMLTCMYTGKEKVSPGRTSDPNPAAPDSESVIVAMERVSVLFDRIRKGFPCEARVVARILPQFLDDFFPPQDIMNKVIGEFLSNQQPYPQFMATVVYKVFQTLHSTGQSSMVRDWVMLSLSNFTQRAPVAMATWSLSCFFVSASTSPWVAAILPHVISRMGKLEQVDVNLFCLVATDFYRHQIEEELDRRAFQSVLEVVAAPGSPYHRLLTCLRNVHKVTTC
Pf apPOL block: Pf-apPOL DNA polymerase inhibition; inhibition, % at 10 µM; AID 1794808; 210,000 compounds, 0.25% hits; Recombinant Pf-apPOL, molecular beacon fluorescence, 1.5 h
* hit, by the source's call; i = inactive; x = not tested or not shown. Cut-off read from the data, not from the text of the source: active = inhibition above about 50%; inactive = the rest.

The opening 5 entries as a preview:
SMILES	mHTT-CaM PPI inh	Pf apPOL block
O=C(O)C(=Cc1ccc2c(c1)OCO2)NC(=O)c1ccccc1	x	-0.7
CCC(C)NC(=O)C1CCN(Cc2c(C)n(CC)c3ccccc23)CC1 (configuration not stated)	-8.6	4.2
O=C(CCCc1ccccc1)NCc1ccccn1	0.3	-10.2
O=C(NCC1CCN(c2cc(-c3ccncc3)[nH]n2)CC1)c1ccc2cc[nH]c2c1	35.2	-8.0
O=C(NC1CCCCC1)N1CCN(Cc2nc3cccnc3n2-c2ccccc2)CC1	9.0	5.2

The listing, repeating the preview:
SMILES	mHTT-CaM PPI inh	Pf apPOL block
O=C(O)C(=Cc1ccc2c(c1)OCO2)NC(=O)c1ccccc1	x	-0.7
CCC(C)NC(=O)C1CCN(Cc2c(C)n(CC)c3ccccc23)CC1 (configuration not stated)	-8.6	4.2
O=C(CCCc1ccccc1)NCc1ccccn1	0.3	-10.2
O=C(NCC1CCN(c2cc(-c3ccncc3)[nH]n2)CC1)c1ccc2cc[nH]c2c1	35.2	-8.0
O=C(NC1CCCCC1)N1CCN(Cc2nc3cccnc3n2-c2ccccc2)CC1	9.0	5.2
COc1cccc(NC(=O)C2CCc3nc(N4CCCCC4)ncc3C2)c1 (configuration not stated)	7.6	-5.8
Cc1nc(-c2ccc(C(F)(F)F)cn2)sc1C(=O)NNS(=O)(=O)c1ccccc1C(F)(F)F	x	4.2
COc1cc(C(=O)Nc2c3c(nn2-c2ccc(Cl)cc2)CSC3)c([N+](=O)[O-])cc1OC	-2.0	0.0
O=[N+]([O-])c1cc(C(F)(F)F)ccc1SCc1cccs1	x	-26.3
CC(=O)N1CCc2c(c(COCc3ccccc3F)nn2C)C1	1.2	-8.4
O=C(C(=NN=Cc1ccc(Cl)cc1)c1ccccc1)c1ccccc1	x	-7.6
O=C(Cc1ccccc1)N1CCN=C1SCc1ccc(Br)cc1	8.0	-8.8
CCCCN1CCN(C(=O)C2CCc3sc(C(=O)N4CCOCC4)cc3C2)CC1 (configuration not stated)	2.4	2.2
O=C(NCCc1c[nH]c2ccccc12)C1CCCCC1	0.5	6.3
O=C(O[C@@H]1C[C@H]2C[C@@H]1[C@H]1CCCCN1C2=O)N1CCN(S(=O)(=O)c2ccccc2)CC1	-12.8	-3.6
O=C(NCc1ccc(F)cc1)c1n[nH]c2c1CN(C(=O)C1CC1)CC2	2.7	-3.1
CN1CCN(c2ccc(CNC(=O)C3CCc4sc(C(=O)N(C)C)cc4C3)cc2)CC1 (configuration not stated)	-1.4	-2.2
CCn1c(SC)nnc1-c1nn(C)c2c1CN(C(=O)c1ccnn1C)CC2	-1.0	-11.9
Cc1ccc(C2=N/C(=C\c3ccccc3)C(=O)O2)cc1	3.0	-8.4
CC(C)CN(CC(C)C)C(=O)c1cccc(Br)c1	-8.5	0.2
CC1C=C[C@@H]2[C@H](C1)C(=O)N(Cc1ccccc1)[C@H]2c1ccccc1Br (some centres not stated)	39.3	-4.3
Cc1ccc(C(C)C)c(OCCN)c1	4.6	7.7
CCC(C)(NC(=O)c1ccc(=O)[nH]c1)C(=O)NC1CCCCC1 (configuration not stated)	-5.0	-5.4
N#CC1=CN(c2ccc(Cl)cc2Cl)c2cc(Cl)ccc2S1(=O)=O	-3.7	0.2
CC(=O)N(c1ccccc1)C1CC(C)Nc2ccccc21 (configuration not stated)	6.8	-9.6
Cc1cc2c(cc1C)NC(c1ccc(Cl)c([N+](=O)[O-])c1)C1=C(CC(C)(C)CC1=O)N2 (configuration not stated)	47.0	4.5
CS(=O)(=O)N1CCc2ccccc21	-4.6	x
Cc1ccc(/C=N/n2c(-c3ccco3)n[nH]c2=S)o1	i	x
CCCCN(CC)C(=O)c1ccc(F)cc1	-11.3	-1.8
CCOCC(=O)N1CCCC(c2nc(CNC(=O)C3CCC3)cs2)C1 (configuration not stated)	3.4	-0.1
O=C1C2CC=C(Cl)CC2C(=O)N1CC1Cc2ccccc2CO1 (configuration not stated)	-6.1	-1.4
COc1cc(C=NCCNS(=O)(=O)c2ccc(C)cc2)ccc1O	-1.0	14.5
COCCNC(=O)CCC1CCCN(C(=O)Nc2ccc(F)cc2)C1 (configuration not stated)	-2.4	-3.2
O=C(c1noc2c1CCCCC2)N1CCN(C2CCCCC2)CC1	4.3	-2.2
Cc1ccc(-c2c(C#N)c(N)n3c(nc4ccccc43)c2C#N)cc1	-3.0	10.0
CC(=O)c1cc2ccccc2oc1=O	-1.6	-5.0
O=C1OC(c2ccc([N+](=O)[O-])cc2)=N/C1=C\N1CCOCC1	4.0	0.5
CC(=O)c1ccc(N2CCN(Cc3ccc(N(C)C)cc3)CC2)cc1	35.7	-2.2
CCOC(=O)c1sc(NC(=O)c2ccc(OC)cc2OC)c(C#N)c1C	-1.9	2.9
CCN(Cc1ccccc1)C(=O)c1cn2c(n1)COCC2	-2.2	-5.5
CC(C)(C)[C@@H]1CCC(=O)N(CC[C@H](Sc2ccc(Br)cc2)c2ccccc2)CC1	-17.8	-3.8
CC(C)CC(=O)N1CCCC1c1ccc(Cl)cc1 (configuration not stated)	0.1	-3.5
NC(=O)c1ccccc1NC(=O)C1Nc2cc(F)ccc2S(=O)(=O)N1 (configuration not stated)	0.0	-1.3
COc1ccc(CCNC(=O)c2nnn(Cc3cccc(Cl)c3)c2N)cc1OC	3.3	-16.7
Cc1cc2nc3c(c(=O)n2[nH]1)CSC3	x	-8.5
CCc1cccc(NC(=O)N2CCCC2c2cc(C)on2)c1 (configuration not stated)	-5.0	2.9
CCCNc1cc(N2CCCC(CCC(=O)NCCN3CCCCCC3)C2)ncn1 (configuration not stated)	26.1	-3.2
COc1cccc(/C=C2/N=C(c3cc(Br)ccc3OC)OC2=O)c1	2.0	-0.6
C=CCn1c(SCC(=O)N2CCCCC2)nc2sc3c(c2c1=O)CCC3	18.4	-6.9
N#CC1c2nc3ccccc3n2C2CC1(O)C1OCC2O1 (configuration not stated)	-1.0	-2.5
COc1ccc([N+](=O)[O-])cc1N=Cc1ccccc1[N+](=O)[O-]	7.0	4.0
CCN1/C(=C/C(C)=O)Sc2ccccc21	0.5	9.7
COCCCNC(=S)NN=Cc1ccc[nH]1	x	-4.4
CC(C)CN1CCC(C(=O)N2CCOCC2)CC1	-6.6	-4.1
O=C(CN1CCC(c2nc(-c3ccc(F)cc3)no2)CC1)NCc1ccc(Cl)cc1	6.6	1.5
O=C(Nc1nnc(SCc2cccc(C(F)(F)F)c2)s1)c1ccc([N+](=O)[O-])cc1	-5.5	-4.3
NS(=O)(=O)c1ccc(CCNC(=O)c2csc3nc(-c4ccc(F)cc4)cn23)cc1	8.1	-2.1
Cc1ccc(C2Cn3nnc(C(=O)N4CCC(C(=O)Nc5ccccc5)CC4)c3CO2)cc1 (configuration not stated)	1.2	1.0
CCc1ccccc1NC(=O)CN(c1ccc(Br)cc1)S(C)(=O)=O	-0.8	-5.8
O=C(NCCc1csc(C2CCCN(C(=O)Cc3ccccc3F)C2)n1)C1CC1 (configuration not stated)	-11.1	-1.8

(cont.)
SMILES	mHTT-CaM PPI inh	Pf apPOL block
CCN(CCNC(=O)CC1CCN(c2ccnc(NC)n2)CC1)Cc1ccccc1	30.8	-4.3
Cc1ccsc1C(=O)Nc1cccn2cnnc12	8.3	0.4
O=C(Nc1cc(-c2ccsc2)no1)c1ccc(C(F)(F)F)cc1	-13.4	1.6
O=C(c1cccnc1N1CCOCC1)N1CCCC1	-5.4	-3.7
COc1ccc(C=Nc2ccccc2Sc2c(C)n[nH]c2C)cc1OC	0.0	-1.3
Cc1cccc(S(=O)(=O)N2CCC(c3noc(-c4cccc(F)c4)n3)CC2)c1	-1.2	-2.9
CCc1ccc(CNC(=O)c2cn3c(n2)CN(CC)CC3)cc1	12.2	-2.6
CCn1cnnc1C1CCCCN1C(=O)Cc1c[nH]c2ccccc12 (configuration not stated)	42.3	-6.1
O=C(c1cc(F)ccc1F)N1CCCC2(C1)NC(=O)N(Cc1ccccc1)C2=O (configuration not stated)	5.2	-1.4
Cn1c(=O)c2c(nc(NCc3ccccc3)n2C)n(C)c1=O	2.2	-5.7
O=c1oc2cc(OCc3cc4c(cc3Cl)OCO4)ccc2c2c1CCC2	-7.0	7.1
Cc1ccc2c(Nc3cccc(C#N)c3)c(C(=O)N3CCCCC3)cnc2n1	5.6	2.2
COc1cc(C=C2SC(=S)N(C3CCS(=O)(=O)C3)C2=O)cc(Br)c1O (configuration not stated)	25.6	-344.7
COc1cc([N+](=O)[O-])ccc1NC(=O)NC1(C(F)(F)F)Oc2ccccc2O1	15.0	3.7
N#Cc1ccc(C(=O)N2CCC(COc3ccc(C(=O)NC4CC4)cc3)CC2)cc1	8.1	-5.9
Cc1c(C)c(C)c(CSc2nnc(C(C#N)=Cc3ccccn3)n2-c2ccccc2)c(C)c1C	x	-0.1
CC1c2cccn2CCN1C(=O)Nc1cc(F)ccc1F (configuration not stated)	7.7	3.7
CSc1nc2c(c(=O)n1C)C(C)(C)Cc1ccccc1-2	-10.1	-22.5
O=C(O)C(O)Cc1ccc(O)c(O)c1 (configuration not stated)	x	84.3*
CCn1c(C(=O)NCc2ccncc2)cc2cc(NC(C)=O)ccc21	7.8	-5.1

No new results follow: 4 of the compounds above.
SMILES	mHTT-CaM PPI inh	Pf apPOL block
COc1ccc(C=Nc2ccccc2Sc2c(C)n[nH]c2C)cc1OC	0.0	-1.3
Cc1cccc(S(=O)(=O)N2CCC(c3noc(-c4cccc(F)c4)n3)CC2)c1	-1.2	-2.9
CCc1ccc(CNC(=O)c2cn3c(n2)CN(CC)CC3)cc1	12.2	-2.6
CCn1cnnc1C1CCCCN1C(=O)Cc1c[nH]c2ccccc12 (configuration not stated)	42.3	-6.1

More records
SMILES	mHTT-CaM PPI inh	Pf apPOL block
COc1cccc(OC)c1C(=O)Oc1ccc2c(c1)OC(=Cc1ccco1)C2=O	-0.6	-4.9
O=C(COc1ccccc1F)n1nnc2ccccc21	1.0	0.8
Cc1ccc(-c2nc(=O)[nH]c3ccccc23)cc1	1.9	-9.0
Cc1ccc(CN2CCCn3nc(C(=O)NCc4cccnc4)cc3C2=O)cc1	2.8	2.1
COc1cccc(/C=C2\N=C(c3ccc([N+](=O)[O-])cc3Cl)OC2=O)c1	-1.0	-3.0
Cc1nnc(N2C(=O)c3ccc(C(=O)c4ccc(C(=O)O)cc4)cc3C2=O)s1	1.5	-2.1
O=C(NCCc1ccccc1)c1c(F)cccc1Cl	-4.7	-0.9
O=C(Nc1ccc(I)cc1Cl)c1cc2ccccc2o1	-5.3	-5.4
COc1ccc(-c2nnc3c4cnn(C)c4ncn23)cc1	2.0	-1.3
CN(C)c1ccc(/C=C2\SC(=Nc3ccccc3)NC2=O)cc1	10.0	-11.2
COc1cc(C=C2SC(=S)N(c3ccc(C(=O)O)c(O)c3)C2=O)ccc1O	69.9*	-46.1
Cc1ccc(Cl)cc1NC(=O)N1CC=C(c2cn(C)c3ncccc23)CC1	19.5	-1.9
S=C(Nc1cnn(COc2ccc(Br)cc2)c1)NC1CC1	4.2	x
Cc1c(C(=O)NCCc2ccccc2)oc2ccc(S(=O)(=O)N3CCCC(C)C3)cc12 (configuration not stated)	4.0	7.7
Cc1ccc2nc(-c3ccc(NC(=O)C(F)(F)F)cc3)sc2c1	-4.0	-8.2
CCOc1ccccc1/C=C(\C#N)c1nc2ccccc2[nH]1	4.4	-3.8
c1ccc(CN2CCN(c3ncnc4c3nc3n4CCCCC3)CC2)cc1	18.4	-6.5
Cc1cccc(Cc2c(C)nc3nc(SCC(=O)N4CCC5(CC4)OCCO5)nn3c2C)c1	22.0	-7.6
COc1ccccc1-c1cnn2c(Nc3ccc(NC(C)=O)cc3)cc(C)nc12	53.7*	-4.4
CC(=O)c1ccc(N2CCN(Cc3nc(C4CC(=O)N(c5ccccc5)C4)no3)CC2)cc1 (configuration not stated)	18.9	9.8
O=C(c1ccc(N2CCNC(c3ccccc3)C2)nc1)N1CCN(c2ccccc2)CC1 (configuration not stated)	25.6	-4.9
Cc1cccc(C)c1NC(=O)CSc1nc2ccccc2s1	-0.8	-6.2
Cc1ccc(N2C=C(C#N)S(=O)(=O)c3ccc(F)cc32)cc1Cl	-0.2	-1.8
CCOCC(=O)Nc1cc(-c2c(C)c3ccccc3n2CC)[nH]n1	9.7	-0.6
COc1ccc(NC(=O)C2=C3CCCN3c3ccccc3S2(=O)=O)cc1	-2.8	2.3
COc1cccc(CNC(=O)c2cc3c(s2)CN(C2CC2)C3)c1	12.3	0.6
CCc1ccc(N(CC(=O)Nc2ccccc2OC)S(=O)(=O)c2ccccc2)cc1	-9.5	0.6
CC(C)c1nnc2n1CCN(C(=O)c1ccc3c(c1)OCO3)C2	2.1	-1.6
COc1cccc(-c2nc(C=Nc3ccc(F)cc3)c(O)o2)c1	4.0	-3.9
COc1ccccc1N1CCN(C2CCN(Cc3cccc(C)c3)CC2)CC1	1.0	-5.5
Cn1nc(C(=O)NN)c(Br)c1C(F)(F)F	-1.8	x
COc1cccc(CNC(=O)c2cc3cc4ccc(OC)cc4nc3o2)c1	10.0	-1.0
CC(=O)c1c(C(C)=O)c(C)n(-c2ccc(C)c(C)c2)c1C	9.6	-11.3
O=C1C(=O)N(CCN2CCOCC2)C(c2cccs2)C1=C(O)c1ccc(Cl)cc1 (configuration not stated)	1.4	5.6
CCC(C)NC(=O)N1CCC(N2CCN(Cc3ccc(C)cc3)C2=O)CC1 (configuration not stated)	1.1	-1.4
COc1cc(/C=C2/C(=N)N3C(SC)=NSC3=NC2=O)cc(OC)c1OC	3.0	-10.0
O=C(Nc1cccc(Cl)c1)N1CCC(c2cnn(-c3ccc(F)cc3)c2)CC1	-44.4	-6.0

Full records, looked up by structure.
COc1cccc(-c2nc(C=Nc3ccc(F)cc3)c(O)o2)c1 across the screens: mHTT-CaM PPI inh = 4.0; Pf apPOL block = -3.9
Cc1ccc(N2C=C(C#N)S(=O)(=O)c3ccc(F)cc32)cc1Cl across the screens: mHTT-CaM PPI inh = -0.2; Pf apPOL block = -1.8

Compound activity from PubChem BioAssay.
